# F508del corr = F508del CFTR correction, initial screen, CFBE line, single point; CFBE cells, YFP halide quenching; stimulated with forskolin plus potentiator P3; % fluorescence drop versus neutral controls; activity (quench increase), % at 7.58 µM; 350,000 tested, 0.36% active; AID 720511, 2013;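 active = mean added fluorescence quench of at least 8% versus neutral control, with both replicates also reaching 8%; inconclusive = only one of the mean or replicate conditions met; inactive = mean below 8% and not both replicates reaching 8%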;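 also: cells transiently co-express mutant CFTR-F508del with the halide-sensitive YFP; corrector assay measuring rescue of mutant channel to the surface after 24 h compound exposure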
# GSIS activator = GLuc luminescence reporter in INS-1E cells, primary screen for activators of glucose-dependent secretion of insulin | INS-1E GLuc reporter insulin secretion, 2-3 h | activation, % at 16.6 µM | 370,000 tested, 0.61% active | AID 743287, 2014;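 active = lowest replicate activation of at least 40%, so every replicate reaches that level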;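 also: 0% = median of neutral control wells and 100% = median of IBMX positive control wells; some compounds called inactive have numbers as strong as hits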
# Xi reactivation = activators of inactive X chromosome reactivation, primary screen, imaging, XiGFP fibroblasts, GFP high-content imaging, set 2; XiGFP mouse fibroblasts, % GFP-positive cells imaging, 3 d; cells co-treated with 5-aza-dC sensitizer; scaled so ellipticine positive control = 100%; 360,000 tested, 0.055% active; activation, % at 7.58 µM;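 active = mean normalized replicate activation at least 10% and every replicate at or above 10%; inconclusive = only one of the two criteria met; inactive = mean below 10% and not all replicates reach 10%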;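 also: 0% = median of on-plate neutral control wells and 100% = ellipticine 6 µM median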
#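 assay system = SV40-immortalized XiGFP fibroblast cells, line 68-5-11 | buffer or medium = DMEM plus 5-aza-dC sensitizer | doses = single-point pinned compound dosing | times = 3-day compound exposure, then 15 min fixation at room temperature | benchmarks = positive control ellipticine, 6 µM final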
# RAD52 inh = RAD52 DNA annealing inhibitors, primary screen, biochemical, FRET, single point, set 2; inhibition, % at 18.7 µM; recombinant RAD52 DNA annealing, FRET fluorescence; DNA repair protein RAD52 homolog (Homo sapiens), P43351; 360,000 tested, 0.46% active;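 active = every replicate showing at least 50% inhibition; inconclusive = mean inhibition at least 50% but not in every replicate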
# esBAF inh = Bmi1 luciferase reporter increase in mESCs, primary screen, esBAF inhibitor project, mouse ES cells, Bmi1 luciferase knock-in, single point; 350,000 tested, 2% active; reporter increase, % at 12.5 µM; 24 h; 100% = twice the neutral-well signal; AID 602393, 2012; in the data active = activation above about 40%; inconclusive = no clear call, values can overlap the other calls;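 also: 0% = median of the plate's neutral control wells and 100% = double that signal; a rise in the Bmi1 reporter signal indicates esBAF inhibition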
# ARNT TACC3 PPI = disruptors of ARNT/TACC3 protein interaction, primary screen, biochemical, AlphaScreen, single concentration; Transforming acidic coiled-coil-containing protein 3 (Homo sapiens), Q9Y6A5; AlphaScreen His-ARNT PAS-B/GST-TACC3 binding, luminescence; TACC3 fragment carries E629A point mutation; inhibition, % at 9.99 µM; 390,000 tested, 0.66% active;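 active = mean inhibition of replicates at least 50% and at least half of replicates each reaching 50%; inconclusive = half or more replicates reach 50% but mean below 50%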;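 also: 0% = complete ARNT plus TACC3 wells and 100% = ARNT alone without TACC3; many hits fall short of the cut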
# ERAP1 inh = human ERAP1 aminopeptidase inhibitors, primary screen, biochemical, single point, plate reader; inhibition, % at 10.7 µM; AID 652197, 2013; Endoplasmic reticulum aminopeptidase 1 (Homo sapiens), Q9NZ08; recombinant ERAP1, Leu-AMC fluorescence, 60 min; 340,000 tested, 0.15% active;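 active = mean replicate inhibition of at least 30%, or all replicates individually reaching that 30% level; inactive = mean below 30% and not every replicate reaching it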;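 also: 0% = neutral control wells and 100% = L-leucinethiol positive control wells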
# Target sequence (Q9NZ08 whole entry, looked up): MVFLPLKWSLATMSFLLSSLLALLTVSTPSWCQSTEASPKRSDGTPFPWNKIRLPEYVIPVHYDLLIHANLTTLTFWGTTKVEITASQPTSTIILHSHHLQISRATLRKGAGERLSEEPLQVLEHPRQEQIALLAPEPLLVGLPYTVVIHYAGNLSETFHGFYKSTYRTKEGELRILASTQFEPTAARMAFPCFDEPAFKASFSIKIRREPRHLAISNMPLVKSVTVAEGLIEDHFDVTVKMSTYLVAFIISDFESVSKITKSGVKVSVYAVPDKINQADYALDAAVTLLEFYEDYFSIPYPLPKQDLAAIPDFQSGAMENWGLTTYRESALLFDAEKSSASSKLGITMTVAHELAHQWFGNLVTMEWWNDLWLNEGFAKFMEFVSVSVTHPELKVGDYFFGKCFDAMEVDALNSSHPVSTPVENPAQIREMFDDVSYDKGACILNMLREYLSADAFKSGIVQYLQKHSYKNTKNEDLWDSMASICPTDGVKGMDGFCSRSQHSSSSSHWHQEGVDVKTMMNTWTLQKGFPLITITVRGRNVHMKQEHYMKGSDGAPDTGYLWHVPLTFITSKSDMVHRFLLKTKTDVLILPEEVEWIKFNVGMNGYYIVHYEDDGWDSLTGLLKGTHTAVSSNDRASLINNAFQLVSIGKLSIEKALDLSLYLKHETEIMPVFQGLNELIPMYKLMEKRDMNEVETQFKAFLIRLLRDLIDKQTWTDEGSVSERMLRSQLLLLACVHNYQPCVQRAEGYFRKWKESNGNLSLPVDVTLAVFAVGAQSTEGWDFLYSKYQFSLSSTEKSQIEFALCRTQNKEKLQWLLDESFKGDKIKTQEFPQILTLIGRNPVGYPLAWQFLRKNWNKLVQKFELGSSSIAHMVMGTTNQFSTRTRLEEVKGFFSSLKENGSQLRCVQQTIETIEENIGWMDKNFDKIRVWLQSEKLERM
# RAD54 inh = inhibitors of human RAD54 branch migration, primary screen, biochemical, fluorescence, single point | DNA repair and recombination protein RAD54-like (Homo sapiens), Q92698 | RAD54 Holliday junction branch migration, FAM/BHQ fluorescence | inhibition, % at 10.4 µM | 360,000 tested, 0.14% active;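 active = mean normalized replicate activity at least 40 and at least half of replicates scoring 40 or more; inconclusive = only one of the two criteria met; inactive = mean below 40 and under half of replicates reaching 40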;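 also: 0% = median of neutral control wells and 100% = median of positive control wells; inhibitors cause a drop in the FAM fluorescence signal; in these data hits start at about 50%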
# * hit, by the source's call; ? = inconclusive; . = not tested or not shown; & = joins results of further samples.
SMILES,F508del corr,GSIS activator,Xi reactivation,RAD52 inh,esBAF inh,ARNT TACC3 PPI,ERAP1 inh,RAD54 inh
C/C=C/c1ccc2c(c1)O[C@@H](CN(C)C(=O)c1cnccn1)[C@@H](C)CN([C@H](C)CO)S2(=O)=O,-1.1,17,0.3,.,-3,.,.,.
CCn1c(SCC(=O)c2[nH]c(C)c(C(C)=O)c2C)nnc1-c1ccncc1,1.2,-1,.,-3,4,6,11,-6
CC(C)C#Cc1cnc2c(c1)C(=O)N([C@H](C)CO)C[C@H](C)[C@@H](CN(C)Cc1ccccc1)O2,-0.5,1,-0.6,4,0,-2,0,7
O=[N+]([O-])c1ccc(C(=S)N2CCN(c3ccc(F)cc3)CC2)cc1,-0.2,-3,0.0,-2,.,13,2,.
CC1(C(=O)Nc2ccc3nc[nH]c3c2)CCN1C(=O)CCc1ccccc1 (stereo unspecified),-1.3,25,0.1,-3,-7,.,-2,-3
CC1(C)CC(N(Cc2ccc(F)cc2)C(=O)c2ccc(F)cc2)CCO1 (stereo unspecified),-3.1,10,0.2,1,.,-5,-6,13
Cn1c(=O)c(C(=O)CN2CCOCC2)c(N)n(Cc2ccccc2)c1=O,.,2,.,-10,-1,.,0,-2
Cc1ccc(S(=O)(=O)NCC[C@H]2CC[C@H](NC(=O)c3ccccn3)[C@@H](CO)O2)cc1,-0.6,14,-0.2,-7,-2,0,-1,-1
O=C(CN1C(=O)C2C3CCC(C3)C2C1=O)N1CCN(Cc2ccccc2)CC1 (stereo unspecified),4.1,0,-0.2,6,7,-5,.,1
Cc1ccc(S(=O)(=O)Nc2ccc3c(c2)C(=O)N(C)[C@@H]2CC[C@@H](CC(=O)O)O[C@H]2CO3)cc1,-2.5,5,0.2,-1,1,-2,-1,3
Cn1c2c(c(=O)n(C)c1=O)C(c1ccccc1Cl)C(C#N)=C(N)O2 (stereo unspecified),2.2,1,0.1,-19,.,-2,5,.
O=C(COC(=O)c1cc(=O)[nH]c2ccccc12)Nc1nc(-c2cccc(Br)c2)cs1,-0.8,-5,0.0,-21,.,-6,0,.
COC(=O)C[C@@H]1C[C@H]2c3cc(NS(C)(=O)=O)ccc3O[C@H]2[C@@H](CO)O1,-1.8,36,0.3,-9,-4,-2,1,0
COc1ccc2[nH]c(C(O)(Cc3cccnc3)Cc3cccnc3)cc2c1,-4.2,15,0.0,-10,.,6,-2,1
CC1CCCCC1NC(=O)c1cccc(S(=O)(=O)N2CCN(C)CC2)c1 (stereo unspecified),3.1,-3,-0.1,6,-3,-8,-1,1

# Sorted by molar mass (lowest first): part of the list above
SMILES,F508del corr,GSIS activator,Xi reactivation,RAD52 inh,esBAF inh,ARNT TACC3 PPI,ERAP1 inh,RAD54 inh
COC(=O)C[C@@H]1C[C@H]2c3cc(NS(C)(=O)=O)ccc3O[C@H]2[C@@H](CO)O1,-1.8,36,0.3,-9,-4,-2,1,0
CC1CCCCC1NC(=O)c1cccc(S(=O)(=O)N2CCN(C)CC2)c1 (stereo unspecified),3.1,-3,-0.1,6,-3,-8,-1,1
O=C(COC(=O)c1cc(=O)[nH]c2ccccc12)Nc1nc(-c2cccc(Br)c2)cs1,-0.8,-5,0.0,-21,.,-6,0,.

# (continued)
SMILES,F508del corr,GSIS activator,Xi reactivation,RAD52 inh,esBAF inh,ARNT TACC3 PPI,ERAP1 inh,RAD54 inh
CCOC(=O)CN1C(=O)c2ccccc2Sc2ncccc21,-2.3,7,-0.1,3,7,4,-2,-7
O=C(C1=C(O)C(=O)N(CCCn2ccnc2)C1c1ccc(F)cc1)c1ccco1 (stereo unspecified),0.6,2,0.0,10,12,13,2,-7
O=C1NC[C@H](Cc2ccc(O)cc2)N(CC2CCCCC2)C1=O,1.9,22,0.2,-5,-7,-3,2,-1
COc1ccc(-n2c(Cc3cccn3C)nnc2SCC(=O)Nc2cc(Cl)ccc2OC)cc1,3.2,3,0.0,-34,1,.,.,4
C[C@H](CO)N1C[C@H](C)[C@@H](CN(C)C)Oc2cc(C#CC3CC3)ccc2S1(=O)=O,-0.5,-1,-1.0,5,-1,0,-4,-18
COCC(=O)N1CCCC(N(C)CCc2ccc(OC)c(OC)c2)C1 (stereo unspecified),2.1,.,0.0,-3,5,-4,1,-17
O=C(C1CCCC1)N1CC(=O)N2[C@H](CO)[C@@H](c3ccc(-c4ccccc4F)cc3)[C@@H]2C1,?,-15,0.0,-12,.,.,.,.
CC(=O)n1cc(/C=N/NC(N)=S)c2ccccc21,-5.0,4,0.0,2,.,3,1,.
COc1ccccc1NC(=O)c1cnc(SC)nc1,3.5,0,0.0,-5,10,-3,4,-1
Cc1ccc(C2(c3ccc(C)cc3)NC(=O)N(CC(=O)NCCCN3CCCC3=O)C2=O)cc1,-3.4,-9,0.1,-8,6,2,0,-10
O=C(Nc1ccccc1)Nc1ccccc1NS(=O)(=O)c1cccs1,0.5,-2,0.0,-29,3,2,-4,.
CCCc1cc(C(=O)Nc2ccn(Cc3ccc(C)cc3)n2)no1,-1.4,4,0.0,-10,-1,-4,0,.
O=C(NCCN1CCCOC1=O)C(=O)NCCN1CCCOC1=O,0.5,6,0.2,-9,-4,-2,-1,-11
COc1ccc(S(=O)(=O)N2CCCN(CC(=O)Nc3ccc(NC(C)=O)cc3)CC2)cc1,-5.1,0,0.0,-11,-9,-2,-3,-10
CO[C@H]1CN(C)C(=O)c2cc(NC(C)=O)ccc2OC[C@H](C)N(Cc2ccccc2C(=O)O)C[C@@H]1C,2.7,18,0.1,-9,-9,-8,0,-16
O=C(NNc1ncnc2ccccc12)c1cccc(Cl)c1,-1.4,2,0.1,-9,9,-1,.,-5
COc1ccc(-c2csc(NC(=O)CCNC(=O)c3ccco3)n2)cc1OC,0.2,16,0.0,16,9,10,2,4
C[C@H](CO)N1C[C@H](C)[C@@H](CN(C)Cc2ccccc2)Oc2c(NS(C)(=O)=O)cccc2C1=O,5.2&-0.2,6,-0.7,-4&15,1&-1,0,0&2,-3&7
O=C(O)c1ccc(-n2nnnc2SCc2ccccc2Br)cc1,-1.4,48*,0.1,-6,6,-1,0,-4
COC(=O)c1cc(S(=O)(=O)N2CCN(c3ccc(F)cc3)CC2)cn1C,-2.1,-8,0.3,-11,-2,-12,-1,-4
O=C(NCc1ccco1)c1cnc2n(c1=O)CCS2,.,16,.,.,-4,6,.,1
O=C(Cc1ccccn1)NCC[C@H]1CC[C@@H](NC(=O)Nc2ccc(Cl)cc2)[C@H](CO)O1,3.4,0,1.6,-9,-4,-4,1,8
CC(C)Cn1c(N)c(C(=O)COC(=O)c2cc(S(=O)(=O)N3CCOCC3)ccc2Br)c(=O)n(C)c1=O,-4.4,-18,0.4,-12,6,13,0,-11
Cc1ccc(NC(=O)CN(C)C(=O)CSc2nc3ccccc3c(=O)n2CCO)cc1,5.0,6,0.0,-15,-11,-3,6,.
COc1ccccc1CNC(=O)C(C)n1nc(C)c2c(C)n(-c3ccccc3)nc2c1=O (stereo unspecified),-3.2,10,0.0,-13,-3,-1,0,3
C=CCN1C(=O)[C@@]2(O[C@@H](CCO)[C@H]([Si](C)(C)c3ccc(OC)cc3)[C@H]2C)c2cc(N3CCC3=O)ccc21,7.1,.,.,4,.,-16,3,2
Cc1cc(C)nc(NC(=O)c2ccc(Cl)cc2)n1,0.3,6,0.2,-11,.,0,11,.
C[C@H]1CN([C@@H](C)CO)C(=O)Cc2cc(NC(=O)Nc3ccc(F)cc3)ccc2O[C@@H]1CN(C)S(C)(=O)=O,-1.2,1,0.2,1,4,-13,3,-4
O=C(COC(=O)/C=C/c1ccccc1)Nc1cccc(Oc2ccccc2)c1,-3.1,-5,0.0,-16,.,-2,-3,13
Cc1noc(C)c1S(=O)(=O)Nc1ccc2c(c1)C(=O)N([C@H](C)CO)C[C@@H](C)[C@H](CN(C)C(=O)Nc1ccc(F)cc1)O2,-0.8,1,-1.3,.,0,.,.,.
CNc1nc(NCC2CCCCC2)c2sccc2n1,-2.3,-13,0.0,13,-10,.,5,3
CC1C(=O)N(Cc2cn(Cc3ccco3)nn2)CCS(=O)(=O)N1Cc1ccc(-c2ccc(F)cc2)cc1 (stereo unspecified),-0.6,-2,0.0,-10,4,.,5,3
COc1ccc(OCC(=O)Nc2ccc(S(=O)(=O)Nc3cc(C)on3)cc2)cc1,-5.4,-4,0.0,-12,.,0,1,-9
CNC(=O)C[C@@H]1CC[C@@H]2[C@H](COc3ccc(NC(=O)C4CCCCC4)cc3C(=O)N2C)O1,0.7,8,0.9,1,-3,-13,-2,-2
C[C@@H]1CN([C@@H](C)CO)C(=O)CCCn2cc(nn2)CO[C@@H]1CN(C)S(=O)(=O)c1ccc(-n2cccn2)cc1,0.2,7,0.2,15,.,.,-3,.
COC(=O)c1ccsc1NC(=O)CCc1ccccc1,-1.8,7,0.1,-2,48*,-8,-3,-10
CCCCn1c(N)c(N(C)C(=O)c2cc3c(F)cccc3s2)c(=O)[nH]c1=O,-1.0,8,0.2,-4,2,-2,2,-1
COc1ccc(-c2nnn(CC(=O)N(CCN3CCOCC3)C(C(=O)NC3CCCC3)c3ccco3)n2)cc1 (stereo unspecified),0.9,-5,-0.1,-12,.,0,-6,.
Cc1c(Cl)c([N+](=O)[O-])nn1CC(=O)N1CCCC1,.,7,0.2,-18,.,-4,2,.
CCC(=O)Nc1ccc2c(c1)C(=O)N(C)C[C@H](OC)[C@@H](C)CN(Cc1cccc(F)c1)[C@H](C)CO2,0.0,-24,0.4,-19,-6,-6,1,3
CSc1ccccc1NC(=O)c1ccccc1,-1.1,13,0.0,-6,.,-4,0,.
CCCNC(=O)N1C[C@H](O)COC[C@H]2O[C@H](CC(=O)NCc3ccc(Cl)c(Cl)c3)CC[C@@H]21,0.8,6,0.1,3,6,8,1,3
COc1ccc([C@H]2Oc3cc(O)cc(O)c3C(=O)C2[C@@H]2C(=O)c3c(O)cc(O)cc3O[C@@H]2c2ccc(OC)cc2)cc1 (stereo partly specified),7.0,3,-0.3,-5,.,.,.,.
Cc1ccc(S(=O)(=O)n2c3ccc(Cl)cc3c3nc(C)sc32)cc1,5.5,10,0.3,-13,-11,13,0,.
Clc1cc(Cl)c(Cl)cc1Cl,0.8,9,.,-14,5,.,0,-8
O=C(COC(=O)c1ccc(O)cc1O)c1ccc2c(c1)OCCO2,-2.6,4,0.0,-26,90*,-4,0,-6
COc1ccccc1OCC(=O)Nc1ccc2c(c1)n(C)c(=O)n2C,-1.3,.,-0.1,7,-8,-11,-3,-3
CNC[C@@H]1OCCCC[C@@H](C)Oc2ccc(NS(=O)(=O)c3ccc(OC)cc3)cc2C(=O)N([C@@H](C)CO)C[C@H]1C,-0.2,14,-0.1,.,2,.,.,.
C[C@H]1CN([C@@H](C)CO)C(=O)c2cc(NC(=O)C3CCCCC3)ccc2O[C@@H]1CN(C)S(C)(=O)=O,-1.9,13,0.0,13,0,7,-2,-2

# Screens from PubChem BioAssay.
